High-throughput results deposited in PubChem by National Center for Advancing Translational Sciences (NCATS).
12-LOX inh = Primary qHTS assay for inhibitors of human arachidonate 12S-lipoxygenase (ALOX12): Round 2 | hit rate 1.1% among 580,000 | Potency, µM (titrated, usually from 108 µM), for the others: top-dose activity change, negative = inhibition, hits mostly inhibitors | Polyunsaturated fatty acid lipoxygenase ALOX12 (Homo sapiens), P18054 | purified 12hLO, xylenol orange hydroperoxide absorbance; active means well fitted inhibition curve with a large enough effect; inconclusive means small, poorly fitted or top-dose-only effect, or another doubt; inactive means no such curve, though single readings can be large or run the other way
Target sequence (P18054 whole entry, looked up): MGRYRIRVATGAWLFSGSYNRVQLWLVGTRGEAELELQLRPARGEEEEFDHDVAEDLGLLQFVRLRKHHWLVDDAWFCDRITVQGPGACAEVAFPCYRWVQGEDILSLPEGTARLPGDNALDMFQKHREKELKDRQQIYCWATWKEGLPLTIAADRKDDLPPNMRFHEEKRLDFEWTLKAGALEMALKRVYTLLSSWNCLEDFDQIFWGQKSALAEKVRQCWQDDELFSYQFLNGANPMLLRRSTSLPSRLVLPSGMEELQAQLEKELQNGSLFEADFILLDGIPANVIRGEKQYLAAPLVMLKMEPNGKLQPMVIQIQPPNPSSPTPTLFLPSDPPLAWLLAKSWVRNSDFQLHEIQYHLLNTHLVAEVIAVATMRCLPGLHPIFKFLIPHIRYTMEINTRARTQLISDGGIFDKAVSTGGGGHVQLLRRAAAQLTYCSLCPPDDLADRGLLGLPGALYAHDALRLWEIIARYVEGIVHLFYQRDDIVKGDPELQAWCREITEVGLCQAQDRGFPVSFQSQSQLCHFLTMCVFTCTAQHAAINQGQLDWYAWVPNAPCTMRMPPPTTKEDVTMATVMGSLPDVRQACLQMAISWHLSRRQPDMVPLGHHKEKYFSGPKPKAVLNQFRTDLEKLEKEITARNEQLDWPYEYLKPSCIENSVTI
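Hydroperoxide product was detected by ferrous iron/xylenol orange as the 573 to 405 nm absorbance ratio. Arachidonic acid at 40 uM (final) was turned over for 30 min at room temperature by 150 nM human 12hLO, pH 7.0 Hepes buffer, after 15 min compound preincubation.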
Numbers without * were called inactive; ? = inconclusive; [ ] = dose if it differs, or a comment. On the % scale 0 is the no-effect control and ±100 the full control effect; potency means the concentration at half of the fitted maximal effect. Not all compounds are listed; the hit share may differ from the screen's.

SMILES | 12-LOX inh
O=C1CCN(C(=O)[C@H](Cc2ccccc2)NS(=O)(=O)c2ccccc2)CCCOCCN1 | 43.1%[activator]
CC(C)c1cc(NCc2cccnc2-n2cncn2)n2nccc2n1 | 29.9%
O=[S+]([O-])(c1ccccc1)N1CC2(COCCN(Cc3ccc(Cl)cc3)C2)C1 | -5.6%[176 µM]
Cc1cccc(OCC2(CNCc3cccnc3)C[C@@H](O)[C@@H](O)C2)n1 (stereo partly specified) | ?
CN(Cc1ccc(F)cc1)c1ccc2ncc(Nc3ccc4c(c3)OCCO4)n2n1 | 13.5%[176 µM]
CC(=O)N1CCCN(c2ncnc3c2CN(c2cccc(C)c2)C(=O)N(C)C3)CC1 | 7.4%
O=C(NCCc1noc(-c2cccnc2)n1)c1c2c(nc3ccccc13)CCCC2 | 18.5%
c1cncc(CN2CC(N3CCc4ccccc43)C2)c1 | 0.3%[12.5 µM]
O=C(NC1CCCC1)c1noc(-c2ccc[nH]c2=O)n1 | 2.2%
COCCNC(=O)[C@@H]1C[C@H](Oc2ccccc2)CN1C(=O)C1(c2ccccc2)CC1 | 12.4%
O=C(Cn1nc2c(cc1=O)CCCCC2)N1CCN(CCc2ccncc2)CC1 | 29.1%
C#CCN(Cc1nc(-c2cc(OC)ccc2F)oc1C)C1CCCCC1 | 42.3%[activator]
O=C(NCc1ccccc1)c1cnc2n1CCN(Cc1cccc(O)c1)CC2 | 12.5%[176 µM]
CCCn1nccc1C(=O)NCc1cccnc1Oc1ccc(C)nc1 | 15.7%
Cc1ccc(C(=O)N2CCN(c3nnc4ccccn34)CC2)cc1 | 42.4%
c1cncc(C2=NOC3(CCN(Cc4cccc5ccccc45)CC3)C2)c1 | 77.1%[activator]
O=C(O)Cc1cccn1-c1ccc(Cl)cc1 | -21.6%
Cc1ccc(C(=O)N2CCCC(n3cc(-c4nc(C5CC5)no4)nn3)C2)cc1F (stereo unspecified) | -0.5%
CCOCCOC1CCN(C(=O)Cc2cccc(OC)c2)CC1 | 46.4%[activator]
Fc1ccc(OC2CN(Cc3ccccc3)C2)cc1F | 1.7%[176 µM]
O=C(c1ccco1)N1CCn2c(nnc2[C@@H]2C[C@@H](O)CN2Cc2ccccc2)C1 | 44.1%[activator]
CN(C)C(=O)c1ccc2c(c1)NC(C)(COc1ccc3[nH]ccc3c1)CO2 (stereo unspecified) | -1.3%[176 µM]
O=C([C@@H]1C[C@H](Oc2cccnc2)CN1S(=O)(=O)c1cccs1)N1CCCC1 | 17.3%
COCCN1CC(CO)C2(CCN(Cc3ccccc3C(F)(F)F)CC2)C1 (stereo unspecified) | 30.5%

4 compounds out of the list above, sorted by the number in 12-LOX inh, highest first:
SMILES | 12-LOX inh
Cc1ccc(C(=O)N2CCN(c3nnc4ccccn34)CC2)cc1 | 42.4%
O=C([C@@H]1C[C@H](Oc2cccnc2)CN1S(=O)(=O)c1cccs1)N1CCCC1 | 17.3%
CCCn1nccc1C(=O)NCc1cccnc1Oc1ccc(C)nc1 | 15.7%
Cc1ccc(C(=O)N2CCCC(n3cc(-c4nc(C5CC5)no4)nn3)C2)cc1F (stereo unspecified) | -0.5%

The listing continues:
SMILES | 12-LOX inh
CCn1c2c(c(=O)n1Cc1ccccc1)CCN(C(=O)COc1ccccc1)C2 | 5.0%[176 µM]
NC(=O)[C@@H](Cc1c[nH]c2ccccc12)NC(=O)[C@H]1CN(C(=O)c2cccc(F)c2)CCN1C(=O)C1CCNCC1 | 0.6%
Cn1nccc1C(O)c1cc2n(n1)CCN(C/C=C/c1ccccc1)C2 (stereo unspecified) | 39.5%[activator]
O=C1CC2(CCN(Cc3cccc(-c4ccccc4)c3)C2)C(=O)N1 (stereo unspecified) | 1.8%
CN(C(=O)Cn1c2c(c(=O)n1Cc1ccccc1)CCN(Cc1ccccc1)C2)c1ccccc1 | ?
C[C@H]1[C@@H]2[C@@H](O)C([C@H](C)C(=O)NCc3ccc(F)cc3)CC[C@@]2(C)CC[C@@H]1NC(=O)C1CCCCC1 (stereo partly specified) | -14.8%
N#Cc1ccc(S(=O)(=O)N2CCCCCCNC(=O)CC2)cc1 | 41.1%[activator]
COc1ccc(/C(=C\C(=O)O)c2nccc3cc(OC)c(OC)cc23)cc1OC | ?
CCN1c2cc(C(=O)N3CCN(c4ccc(C)cc4)CC3)ccc2C(=O)N2CCCCC21 (stereo unspecified) | 31.1%[activator]
CCc1cnc(N2CCC(COc3ccc4c(cnn4CCC(=O)O)c3)CC2)nc1 | 5.3%[176 µM]
CCn1nccc1C(=O)N1CCc2nc(OCCOC)ccc2C1 | 43.4%[activator]
O=C(c1ccccc1)N1CCc2nc(C3CC3)nc(-c3ccc(Cl)cc3)c2CC1 | ?

A few values from above:
C#CCN(Cc1nc(-c2cc(OC)ccc2F)oc1C)C1CCCCC1 – 12-LOX inh = 42.3%[activator]
O=C1CCN(C(=O)[C@H](Cc2ccccc2)NS(=O)(=O)c2ccccc2)CCCOCCN1 – 12-LOX inh = 43.1%[activator]
CCn1nccc1C(=O)N1CCc2nc(OCCOC)ccc2C1 – 12-LOX inh = 43.4%[activator]
O=C(NCCc1noc(-c2cccnc2)n1)c1c2c(nc3ccccc13)CCCC2 – 12-LOX inh = 18.5%

(listing goes on)
SMILES | 12-LOX inh
CCc1ncc(C(=O)N2CCN(Cc3ccccc3C#N)CC2)cn1 | 8.7%
Cc1cccc(OCCc2noc(C3CCCN(Cc4ccccc4C#N)C3)n2)c1 (stereo unspecified) | 15.2%
CCn1cc(S(=O)(=O)N2CCC(Cc3ncc(C)n3Cc3ccc(F)cc3)CC2)cn1 | 40.8%[activator]
O=C1C2CN(Cc3ccc4[nH]ccc4c3)CCC2OCCN1Cc1ccccc1F (stereo unspecified) | -22.3%[176 µM]
CN1CCN(Cc2cn3c(=O)n(C)cc(-c4cccc(OC(F)(F)F)c4)c3n2)CC1 | -1.5%[176 µM]
CCN(CC)C(=O)c1ncn2c1C(=O)NC[C@@H]2C | 3.2%
O=C(Nc1ccc(F)cc1)c1c[nH]c2cccnc12 | 0.8%[12.5 µM]
O=C([C@@H]1C[C@H](Oc2ccccc2)CN1)N1CCOCC1 | -0.4%
O=C1OCC2(CCN(Cc3c[nH]c4ccccc34)C2)N1Cc1ccccc1 (stereo unspecified) | 50.1µM*
CNC(=O)N1CCC(n2c(C)cnc2-c2ccccc2)CC1 | 53.4%[activator]
O=C(c1cccnc1)N1CCCC(c2noc(COc3ccccc3)n2)C1 (stereo unspecified) | 3.6%
CNC(=O)[C@@H](Cc1ccccc1)N1CCC[C@H]1C(=O)NCc1cccnc1 | -3.7%[176 µM]
Cc1cc(C)nc(Cn2nc(CC3CCNCC3)n(-c3ccccc3)c2=O)n1 | ?
O=C1COc2ccc(-c3ccoc3)nc2CN1Cc1ccc(C(F)(F)F)cc1 | 39.8µM*
COc1ccc(CN2Cc3[nH]nc(-c4ccc(C(=O)N5CCOCC5)cc4)c3CC2=O)cc1 | 2.2%
O=C(NCc1cccnc1)c1cccnc1N1CC2CC(C1)[C@H]1CCCC(=O)N1C2 (stereo partly specified) | 43.9%[activator]
CCc1nc2nccc(-c3ccco3)n2n1 | -4.2%
Cc1cn2nnc(C(=O)NCc3ccc(C(C)C)cc3)c2c(=O)[nH]1 | 19.9%
CN1CC2(CCCN(Cc3ccccc3OCC(=O)O)C2)OC1=O (stereo unspecified) | 25.3%
O=C(Nc1ccc(F)cc1)OCc1cn(Cc2ccc(C(F)(F)F)cc2)nn1 | -22.8%
CCc1ncc(C(=O)Nc2nn(CC(F)(F)F)c3cc(OC(C)C)ccc23)cn1 | 64.3%[activator]
COc1ccc(C(=O)NC2CCCN(c3cc(-c4ccc(F)cc4)[nH]n3)C2)c(C)c1 (stereo unspecified) | 5.1%
COc1ccc(C2Cn3nnc(C(=O)N4CCN(C(=O)Cc5ccc(F)cc5)CC4)c3CO2)cc1 (stereo unspecified) | ?
COc1cc(CN(C)C2CCOc3ccccc32)ccc1F (stereo unspecified) | 48.7%[activator][176 µM]
O=C(c1nccc2ccccc12)N1CCC(n2cc(-c3nc(-c4ccccc4)no3)nn2)C1 (stereo unspecified) | ?
CCCn1c(C)cnc1CC1CCN(C(=O)CC(C)C)C1 (stereo unspecified) | -2.7%
Cc1ccc2[nH]c(=O)c(CCC(=O)NCC(C)C)cc2c1 | -5.2%
Cc1nn(-c2ccccc2Cl)c(=O)n1CC(=O)NCCc1ccccn1 | 66.8%[activator]
O=C(Nc1ccc(F)c(Cl)c1)N1CCC(Oc2ncccc2C(=O)N2CCOCC2)C1 (stereo unspecified) | 25.5%
Cc1ccc(-c2cn3c(n2)CO[C@@H](CNC2CCCC2)C3)cc1 | 86.9%[activator][176 µM]
CN1CCN(c2nccc3c(=O)cc(N(C)C4CCOCC4)oc23)CC1 | -32.1%[176 µM]
CCn1cc(S(=O)(=O)N2CCCC(c3nc(-c4cnccn4)no3)CCNC(=O)CC2)cn1 (stereo unspecified) | 3.7%
Cc1noc(-c2nc(-c3ccc(Cl)c(F)c3)no2)n1 | 30.9%
O=C(NCc1ccccc1)c1noc(-c2ccc(F)cc2)n1 | 51.2%[activator]
O=C(c1ccccc1)N1CCCC2(CC(c3ccccc3)=NO2)C1 (stereo unspecified) | 4.4%[6.33 µM]
CCn1nccc1C(=O)N1CC(Oc2cccc(-c3nc(C)no3)c2)C1 | 9.3%
CCn1nccc1C(=O)N1C[C@@H](Oc2ccccc2)C[C@@H]1C(=O)NC | 10.8%
O=c1n(-c2ccc(C(F)(F)F)cc2)nc2n1CCN(S(=O)(=O)c1cccs1)C2 | 3.6%
O=C(c1nc(-c2cccnc2)c2cnccn12)N1CCN(c2ncccn2)CC1 | 73.2%[activator]
C[C@]1(O)CCN(C(=O)c2cccc(-n3cnnc3)c2)C[C@@H]1O | -1.8%
O=S(=O)(Cc1noc([C@@H]2C[C@@H](O)CN2CC2CC2)n1)c1ccc(F)cc1 | 49.2%[176 µM]
O=C(c1ccc(Cl)nc1)N1CCCN(c2nc3ncccc3o2)CC1 | 40.4%[activator]
Cc1nc([C@H]2CCN(Cc3cccc(OC(F)(F)F)c3)C[C@H]2NC(=O)C2CC2)n[nH]1 | 82.4%[activator]
CC(=O)N1CCC(C2CCN(Cc3ccccc3C)C2)CC1 (stereo unspecified) | 81.8%[activator]
Cc1ncc(C(=O)N2CCC3(CC2)[C@H](O)C[C@@H]3OCCO)c(=O)[nH]1 | 19.9%
CCc1cn(C[C@H](NCC(C)(C)C)C(=O)O)c(=O)[nH]c1=O | -24.9%[176 µM]
C[C@@H](NC(=O)c1cccnc1)c1onc(-c2ccc(F)cc2)c1C(=O)O | 17.8µM*
C#CCN(Cc1cccc(F)c1)C(=O)c1nnc2c3ccccc3n(S(=O)(=O)c3ccc(C)cc3)c2n1 | -0.5%
O=C(c1cc2ccccc2[nH]1)N1CCC(Cc2nncn2CC2CC2)C1 (stereo unspecified) | 1.8%
CC(C)c1ccc(-c2nc(C3CC(=O)N(c4ccc(F)cc4)C3)no2)cc1 (stereo unspecified) | -2.7%
CCn1cc(CN2CCCC23CCN(c2ccc(C(F)(F)F)cn2)CC3)c(C)n1 | 33.1%[activator]
COc1ccc(-c2ccnc3ncnn23)c(F)c1 | 4.0%
Cc1ccc(C(=O)N2CCC(N3CCOCC3=O)CC2)cc1 | 0.3%[6.33 µM]
O=C(CC1CCCN(c2cn[nH]c(=O)c2)C1)N1CCN(c2ccccn2)CC1 (stereo unspecified) | 40.6%[activator]
COc1ccc(C(=O)N2CCCC(CN3CCOCC3)CC2)cc1 (stereo unspecified) | 26.2%
Cc1ccc(C(=O)N2CCC(CC(=O)NCc3ccccc3)C2)cc1C (stereo unspecified) | 20.5%
CCNc1ncc(C(=O)N[C@H](c2cnn(C)c2)C2CC(O)C2)cn1 (stereo partly specified) | 60.6%[activator]

Arranged by molecular weight (rising): 4 of the compounds above.
SMILES | 12-LOX inh
Cc1ccc(C(=O)N2CCC(N3CCOCC3=O)CC2)cc1 | 0.3%[6.33 µM]
COc1ccc(C(=O)N2CCCC(CN3CCOCC3)CC2)cc1 (stereo unspecified) | 26.2%
O=C(c1cc2ccccc2[nH]1)N1CCC(Cc2nncn2CC2CC2)C1 (stereo unspecified) | 1.8%
O=C(CC1CCCN(c2cn[nH]c(=O)c2)C1)N1CCN(c2ccccn2)CC1 (stereo unspecified) | 40.6%[activator]
